High-throughput results as filed in PubChem BioAssay.
PGK inhibitor: blocks T. brucei phosphoglycerate kinase; PGK/GAPDH coupled, Kinase-Glo luminescence, 60 min; P07378; Potency, µM (top dose mostly 57.5 µM), without a hit: top-dose activity change, negative = inhibition, usual class: inhibitors; AID 602233; hit rate 0.043% among 380,000; also: potency is read from the fitted curve at half-maximal effect; % is scaled to controls: 0 for no effect and ±100 for the full control effect; nearly all actives have a fitted effect of over 60% in size
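Recombinant glycosomal PGK reaction used 1,3-bisphosphoglycerate generated in-well by GAPDH (100nM final) in 100mM TEA pH 7.6, 5mM MgCl2, 0.01% Tween-20. After 60 minutes at room temperature, ATP was read by Kinase-Glo Plus luminescence end-point.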
Pin1 inhibitor: human Pin1 inhibition | Potency, µM (highest dose often 115 µM), inactives show top-dose activity, negative = inhibition, usual class: inhibitors | Pin1 FP peptide displacement, HiFluor488, 10 min | AID 504891 | hit rate 0.009% among 390,000; active = well fitted inhibition curve with a large enough effect in the polarisation, with a control signal flat, not every such curve was filed as active; inconclusive = small, poorly fitted or top-dose-only effect, or effect the other way, or a change in a side signal; inactive = no such curve, though single readings can be large or run the other way; the % refers to the polarisation; also: potency is read from the fitted curve at half-maximal effect; % is scaled to controls: 0 for no effect and ±100 for the full control effect
GLS inhibitor: blocks human kidney-isoform glutaminase activity; GLS enzymatic activity, qHTS titration; Potency, µM (series often up to 45.5 µM), without a hit: top-dose activity change, negative = inhibition, usual class: inhibitors; hit rate 0.21% among 410,000; AID 624170; also: potency is read from the fitted curve at half-maximal effect; % is scaled to controls: 0 for no effect and ±100 for the full control effect
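hKGA in 45 mM KH2PO4 pH 8.2, 0.02% Tween-20 with pin-transferred compounds; 1 mM L-glutamine (stock) plus glutamate oxidase/HRP/Amplex Red coupling added. Fluorescence read initially and after 30 min at RT.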
BAZ2B block: BAZ2B (human) inhibition | Potency, µM (highest dose often 114 µM), without a hit: top-dose activity change, negative = inhibition, actives largely listed as inhibitors | AlphaScreen BAZ2B-H3K14Ac peptide displacement | Q9UIF8 | hit rate 4.4% among 360,000; also: potency is read from the fitted curve at half-maximal effect; % is scaled to controls: 0 for no effect and ±100 for the full control effect; nearly all actives have a fitted effect of over 60% in size
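Protein-peptide AlphaScreen: BAZ2B 50 nM, b-H3K14Ac 50 nM, 1x PBS pH 7.4 + 0.01% Tween-20. Preincubation 30 min RT; cpd 30 min RT (top 110 uM); beads 20 min RT, light-protected.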
PI4K2A inh: inhibitors of human PI4K2A; Q9BTU6; purified PI4K2A, ADP-Glo luminescence, 1 h; stronger effect = lower value; activity change, negative = inhibition, % at 76.9 µM; hit rate 0.13% among 420,000; AID 1346378; in the data active = activity change below about -50%; inconclusive = mostly about -30% to -49%;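 also: -100% = wells without enzyme as full effect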
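Compounds are screened against recombinant PI4K2A using PI as substrate and ATP, the latter dispensed at 300 microM. Reactions run one hour at ambient temperature before ADP-Glo detection; full inhibition defined by wells lacking enzyme.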
JMJD2A Tudor inh: JMJD2A Tudor domain (human) inhibition; Potency, µM (series often up to 114 µM), for inactives: top-dose activity change, negative = inhibition, most hits filed as inhibitors; AlphaScreen JMJD2A-Tudor / H3K4me3 peptide binding; hit rate 4.4% among 390,000; also: potency is read from the fitted curve at half-maximal effect; % is scaled to controls: 0 for no effect and ±100 for the full control effect; nearly all actives have a fitted effect of over 50% in size
Target sequence (O75164 whole entry, looked up, the tested form may be a part): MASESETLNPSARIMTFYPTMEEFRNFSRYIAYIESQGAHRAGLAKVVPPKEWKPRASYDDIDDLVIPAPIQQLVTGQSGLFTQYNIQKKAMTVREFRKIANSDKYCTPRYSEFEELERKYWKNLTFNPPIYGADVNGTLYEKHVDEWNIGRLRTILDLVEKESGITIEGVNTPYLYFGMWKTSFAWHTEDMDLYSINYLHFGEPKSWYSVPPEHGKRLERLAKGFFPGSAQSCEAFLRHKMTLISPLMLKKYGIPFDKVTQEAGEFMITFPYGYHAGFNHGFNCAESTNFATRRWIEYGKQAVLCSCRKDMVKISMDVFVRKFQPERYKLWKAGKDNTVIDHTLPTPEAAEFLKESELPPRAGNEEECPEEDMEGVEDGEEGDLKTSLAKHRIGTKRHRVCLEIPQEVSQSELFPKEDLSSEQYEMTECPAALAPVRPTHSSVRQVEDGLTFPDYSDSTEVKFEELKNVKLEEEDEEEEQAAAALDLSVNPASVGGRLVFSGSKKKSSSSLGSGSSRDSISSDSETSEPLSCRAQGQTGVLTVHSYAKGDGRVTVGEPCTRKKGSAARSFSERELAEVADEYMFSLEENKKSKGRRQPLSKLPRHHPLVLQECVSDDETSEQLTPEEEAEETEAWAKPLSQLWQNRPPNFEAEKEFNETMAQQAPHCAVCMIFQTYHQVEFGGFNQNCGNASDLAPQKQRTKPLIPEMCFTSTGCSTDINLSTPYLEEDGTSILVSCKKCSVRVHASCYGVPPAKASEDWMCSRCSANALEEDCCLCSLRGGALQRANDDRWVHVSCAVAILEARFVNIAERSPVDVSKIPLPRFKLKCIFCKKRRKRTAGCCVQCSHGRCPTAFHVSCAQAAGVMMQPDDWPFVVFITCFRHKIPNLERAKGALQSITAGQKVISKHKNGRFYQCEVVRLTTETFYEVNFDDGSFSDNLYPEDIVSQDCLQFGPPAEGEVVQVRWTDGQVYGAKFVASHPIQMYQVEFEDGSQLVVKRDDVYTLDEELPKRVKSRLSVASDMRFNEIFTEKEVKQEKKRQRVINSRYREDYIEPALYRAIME
HP1b binding inh: blocks HP1-beta chromodomain binding to methylated histone tails | hit rate 0.56% among 390,000 | Potency, µM (titrated, usually from 114 µM), for inactives: top-dose activity change, negative = inhibition, actives largely listed as inhibitors | AlphaScreen HP1-beta / biotin-H3K9me3 peptide binding | P83916; also: potency is read from the fitted curve at half-maximal effect; nearly all actives have a fitted effect of over 70% in size; inactives centre near 23
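AlphaScreen: HP1-beta (50 nM) preformed 30 min with biotin-H3(1-18)K9me3 peptide (50 nM) in PBS pH 7.4, 0.01% Tween-20. Compound added for 30 min at RT, then streptavidin donor/nickel chelate acceptor beads (10 ug/mL) for 30 min.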
Pol eta inh: blocks human DNA polymerase eta activity; hit rate 1.2% among 390,000; Potency, µM (titrated, usually from 114 µM), for the others: top-dose activity change, negative = inhibition, actives largely listed as inhibitors; recombinant Pol eta, fluorescent DNA replication assay; also: potency is read from the fitted curve at half-maximal effect; % is scaled to controls: 0 for no effect and ±100 for the full control effect
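Pol eta (10 nM) was preincubated with compounds for 15 min at room temperature, after which fluorescent replication substrate (50 nM final) was added to start the reaction. Fluorescence was read kinetically at 0 and 10 min.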
G9a inh: blocks human histone lysine methyltransferase G9a. Q96KQ7. G9a H3K9 monomethylation, AlphaScreen, 2 h. Potency, µM (top dose mostly 102 µM), for inactives: top-dose activity, negative = inhibition, hits mostly inhibitors. hit rate 8.8% among 350,000. AID 504332; also: potency is read from the fitted curve at half-maximal effect; % is scaled to controls: 0 for no effect and ±100 for the full control effect; nearly all actives have a fitted effect of over 75% in size
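G9a (20 nM) preincubated 15 min RT with compounds, then 500 nM biotinylated H3K9 peptide and 20 uM SAM added; 2 h RT reaction. Monomethyl-H3K9 product detected by AlphaScreen with anti-H3K9me1 antibody, streptavidin donor and anti-rabbit IgG acceptor beads.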
An asterisk follows results filed as active; i = inactive; ? = inconclusive; nt = not tested or not shown; [ ] = dose if it differs, or a comment. Unless noted, calls follow the shape of the dose curve; as a rule, active = well fitted curve in the direction sought with a large enough effect; inconclusive = small, poorly fitted or top-dose-only effect, or another doubt; inactive = no such curve, though single readings can be large; an effect the other way counts as inactive or inconclusive.

SMILES	PGK inhibitor	Pin1 inhibitor	GLS inhibitor	BAZ2B block	PI4K2A inh	JMJD2A Tudor inh	HP1b binding inh	Pol eta inh	G9a inh
CC1(c2ccccc2)NC(=O)N(CCN2C(=O)c3ccccc3C2=O)C1=O (stereo not given)	-5%	0%	2%	1%	0	-8%	33%[activator]	-11%	18%[59 µM]
CCCCCCc1cc2cc(C(=O)NC)c(=N)oc2cc1O	-3%	?	-15%	0%	0	-5%	48%[activator]	-20%	-27%[59 µM]
CCCSc1ncc(Cl)c(C(=O)Nc2sc(C(C)=O)c(C)c2C(=O)OCC)n1	nt	1%	7%	-3%	-3	-9%	42%[activator]	nt	10%[59 µM]
COc1ccc(N(CC(=O)NCCSc2ccccc2)S(=O)(=O)c2ccccc2)cc1	1%	19%	16%	-1%	4	-21%	30%	-13%	nt
CCN(CC)CCOC(=O)c1ccc(NC(=O)CCCN2C(=O)/C(=C\c3cccs3)SC2=S)cc1	10%	?	1%	20µM*	14	25µM*	?	-19%	nt
COCCN(C(=O)CSc1nnc(-c2ccccc2F)n1C)c1c(N)n(Cc2ccccc2)c(=O)[nH]c1=O	2%	-7%	2%	0%	-2	?	2%	-8%	-4%
O=C(NCC(c1ccco1)N1CCc2ccccc2C1)c1ccc(F)cc1 (stereo not given)	-1%	-2%	7%	-29%	3	-18%	4%	-19%	?
CC(C)c1ccc(NC(=O)CSc2nc(=O)n(CCN3CCOCC3)c3c2CCC3)cc1	-5%	1%	0%	6%	2	-21%	8%	-14%	-4%
O=C(CCNS(=O)(=O)c1ccc(Br)cc1)NC1CCC(O)CC1 (stereo not given)	i	-1%	-1%	-2%	-2	-10%	25%	-14%	18%[12.7 µM]
COc1ccccc1/C=C/C=N/n1c(-c2ccncc2)n[nH]c1=S	-2%	?	?	?	2	10µM*	-16%	-13%	1.3µM*
O=C(NCCO)c1cccc2c1C(=O)c1ccccc1-2	-4%	-12%	-3%	21%	3	-7%	31%	-3%	?
Cc1cccc(-c2nnc(NC(=O)c3cccs3)s2)c1	-1%	-1%	-2%	2%	-3	3%	48%[activator]	-19%	-4%
O=C(C1Cc2ccccc2CN1S(=O)(=O)c1ccccc1[N+](=O)[O-])N1CCOCC1 (stereo not given)	i	-4%	1%	nt	0	-8%	29%	-14%	nt
O=C(CN(Cc1ccccc1F)S(=O)(=O)c1ccc(Cl)cc1)NCC1CCCO1 (stereo not given)	i	-15%	2%	12%	2	-13%	-18%	-8%	-10%
COc1ccc(C2C(C(C)=O)=C(C)N=c3s/c(=C\c4ccco4)c(=O)n32)c(OC)c1 (stereo not given)	-9%	?	nt	nt	-5	32µM*	?	2%	11µM*
COc1ccc(C(=O)Nc2ccccc2C(=O)Nc2ccncc2)cc1	-2%	6%	-2%	?	-1	-14%	24%	-10%	45µM*
Clc1ccc(-c2nc3ccccn3c2CN2CCCCC2)cc1	nt	-1%	8%	-32%	-3	-16%	12%	-7%	-27%
COc1cc(/C=C2/C(=N)N3C(SC)=NSC3=NC2=O)ccc1OC(=O)c1ccco1	-4%	31%[activator]	-17%	-23%	-5	-31%	11%	-7%	?
O=C1CSC(c2ccccc2)N1Cc1ccccn1 (stereo not given)	-4%	-4%	0%	-1%	8	-8%	-2%	-16%	37%[0.501 µM]
CSCCC(NS(=O)(=O)c1ccccc1F)C(=O)N1CCCCCC1 (stereo not given)	5%	0%	1%	2%	-9	-5%	43%[activator]	4%	18%
CCc1nc2sc(C)c(C)c2c(=O)n1CCO	-3%	-1%	4%	-2%	9	-13%	14%	-16%	6%[59 µM]
Cc1cc(C)c2c(=N)c3ccccc3n(CCCCCCCCn3c4ccccc4c(=N)c4c(C)cc(C)nc43)c2n1	2%	?	-27%	nt	-5	?	-5%	?	nt
CNC(=O)c1ccccc1NC(=O)c1ccc(C)c(S(=O)(=O)N2CCCCC2)c1	-2%	5%	2%	-1%	-3	-11%	44%[activator]	0%	-1%[59 µM]
O=C(CNS(=O)(=O)/C=C/c1ccccc1)OC1CCOC1=O (stereo not given)	-3%	-8%	8%	-11%	0	-6%	35%	8%	?
O=C(NCC1CCCCC1)C1CCC(=O)N(CCc2cccc(F)c2)C1 (stereo not given)	1%	1%	4%	-2%[57.1 µM]	0	0%	40%[activator]	-12%	16%
N/C(=N\NC(=O)Nc1ccc(Cl)cc1)c1ccccn1	-7%	4%	?	16µM*	-5	45µM*	-1%	-7%	-28%
C=CCN1C(=O)C(CCCC)NC1=S (stereo not given)	2%	0%	11%	0%	-4	-7%	41%[activator]	-7%	0%[59 µM]
CCOC(=O)CC(=O)CSc1nc(-c2ccc3c(c2)OCO3)cc(C(F)(F)F)c1C#N	1%	?	2%	-37%	2	-10%	27%	-19%	-3%[0.501 µM]
Cc1ccc(N)cc1CN1CCCC1=O	-7%	-12%	12%	8%	5	-14%	29%	-8%	-23%[12.7 µM]
COc1ccc(Cc2noc(CN3CCN(Cc4csc(C)n4)CC3)n2)cc1OC	i	-6%	-3%	-1%	-4	-5%	31%	-11%	13%
S=c1[nH]c2ccccc2n2c(=S)[nH]nc12	1%	-10%	7%	50µM*	0	22µM*	19%	-3%	1.8µM*
Clc1ccc(OC2CCN(Cc3nc(CC4CC4)no3)CC2)cc1	-7%	-11%	0%	-6%	-5	18%	36%[activator]	-15%	32%
O=C(NCCCCc1ccccc1)c1cccc([N+](=O)[O-])c1	-8%	1%	10%	?	2	-18%	28%	2%	-42%
Cc1ccc(S(=O)(=O)N2CCC(=O)N(C(COCc3cccc(C(F)(F)F)c3)C(C)C)CC2)cc1 (stereo not given)	1%	6%	-4%	-5%	3	-22%	37%	-11%	-11%
COc1cc(CNc2ccc3[nH]c(=O)[nH]c3c2)ccc1OCc1ccccc1Cl	-5%	8%	-16%	-14%	-3	-19%	5%	-12%	-13%
O=C(NCc1ccc2c(c1)CCN2C(=O)c1ccc(Cl)cc1)c1ccco1	-4%	?	-12%	-8%	-9	-16%	31%	-10%	11%[59 µM]
CCOc1ccc(NC(=O)N(Cc2c[nH]c3ccccc23)C2CCCCC2)cc1	-9%	8%	1%	nt	2	-18%	11%	-12%	8%[59 µM]
O=C(Nc1ccc(Br)cn1)c1cccc(-c2cc3ccccc3oc2=O)c1	-4%	46%[activator]	0%	?	-10	-30%	-2%	?	25µM*
CCN1CC(CN(C)Cc2cn(-c3cccc(C)c3)nc2-c2cccc(F)c2)CC1=O (stereo not given)	-5%	2%	1%	-17%	6	-16%	12%	-20%	-28%
Cn1c(SCc2ccccc2)nnc1-c1ccco1	-3%	3%	-1%	-17%	6	-12%	-14%	-20%	-30%
Cc1ccc(NC(=O)CSc2nnc3ccccn23)cc1S(=O)(=O)N1CCOCC1	-3%	-4%	4%	-18%	1	-18%	28%	-4%	-30%
COc1ccc(CCNC(=O)c2nn(C)c3c2CSc2ccccc2-3)cc1OC	-3%	-4%	8%	-28%	-11	-7%	39%[activator]	-26%	-43%[59 µM]
O=C(c1ccc2ccccc2c1)c1c[nH]cc1-c1ccccc1	-6%	1%	-1%	4%	1	-20%	42%[activator]	-4%	24%[59 µM]
Cc1ccc(S(=O)(=O)N2Cc3ccccc3CC2C(=O)Nc2ccc3c(c2)OCO3)cc1 (stereo not given)	-8%	-12%	0%	?	-22	79µM*	?	10µM*	?
O=C(NCCN1C(=O)C2C3C=CC(C3)C2C1=O)NCc1ccccc1 (stereo not given)	-1%	5%	-2%	40%[activator]	-3	-4%	34%	5%	-12%
Cc1ccc(NC(=O)c2cc([N+](=O)[O-])ccc2N2CCCC2)cc1	i	-4%	2%	-3%	0	-28%	3%	-11%	nt
Cc1cccc(OCc2nnc(SCC(=O)N3CCCC3)o2)c1	0%	2%	12%	3%	3	-2%	2%	4%	3%
C=CCC1NS(=O)(=O)OCC1NC(=O)OCC(Cl)(Cl)Cl (stereo not given)	-2%	-3%	1%	0%	-1	-21%	36%	-14%	19%
COc1ccc2oc(=O)c(C(=O)C[n+]3cccc(C)c3)cc2c1	-7%	0%	?	?	3	-15%	31%	0%	nt
Cc1cc(C)nc(N2CCN(c3ncnc4c3cnn4Cc3ccc(Cl)cc3Cl)CC2)n1	-3%	-1%	-3%	3%	-5	-10%	44%[activator]	-8%	1%
COc1cccc(C(=O)N[C@@H](C)C(=O)N2CCC3(CC2)NCCc2[nH]cnc23)c1	-6%	-5%	8%	-11%	0	-12%	17%	6%	nt
COCCN1C(=O)c2cc(C(=O)Nc3ccc(C)c(F)c3)ccc2C1Nc1ccc(C)c(F)c1 (stereo not given)	-6%	4%	-3%	10%	-4	-11%	27%	-1%	-30%
O=C(COc1ccc(S(=O)(=O)Nc2ccccc2)cc1)NCc1ccncc1	-7%	-8%	0%	-21%	-5	-6%	4%	-17%	-21%
O=C(Nc1ccccc1)N1CCC(C(=O)N2CCN(Cc3ccccc3)CC2)CC1	-8%	-6%	2%	-4%	4	-11%	17%	-5%	9%[12.7 µM]
CCn1cc2nc(SCC(=O)Nc3ccccc3F)n(Cc3ccccc3)c(=O)c2n1	-6%	0%	-3%	-9%	-2	-21%	-4%[57 µM]	-24%	nt
CCc1ccc(S(=O)(=O)c2nnn3c2nc(NCCc2ccccc2)c2sccc23)cc1	i	15%	7%	-17%	-5	-15%	7%	-19%	8%[59 µM]

Only part of the results is shown. The share of hits here may be higher or lower than overall.
